# Source: PubChem BioAssay
# NPYLR7 agonist: activates Aedes aegypti NPYLR7 receptor; HEK293T NPYLR7/Galpha15, GCaMP6s calcium fluorescence; activation, % at 10 µM; hit rate 0.15% among 270,000; AID 1259423; in the data active = activation above about 40%;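 note: 0% = vehicle and 100% = reference agonist at the receptor; some compounds past the cut are filed as inactive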
# mcGAS inh: blocks mouse cGAS activity. hit rate 0.15% among 160,000. recombinant cGAS, Kinase-Glo ATP depletion luminescence. Q8C6L5. inhibition, % at 12.5 µM;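 note: 0% = negative control wells and 100% = reference inhibitor with no enzyme activity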
# hcGAS inh: inhibitors of human cGAS; AID 1259398; hit rate 0.081% among 290,000; inhibition, % at 12.5 µM; recombinant h-cGAS, ATP depletion, Kinase-Glo luminescence;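 note: 0% = vehicle reaction and 100% = reaction without DNA for no activity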
# Target sequence (Q8N884 whole entry, looked up): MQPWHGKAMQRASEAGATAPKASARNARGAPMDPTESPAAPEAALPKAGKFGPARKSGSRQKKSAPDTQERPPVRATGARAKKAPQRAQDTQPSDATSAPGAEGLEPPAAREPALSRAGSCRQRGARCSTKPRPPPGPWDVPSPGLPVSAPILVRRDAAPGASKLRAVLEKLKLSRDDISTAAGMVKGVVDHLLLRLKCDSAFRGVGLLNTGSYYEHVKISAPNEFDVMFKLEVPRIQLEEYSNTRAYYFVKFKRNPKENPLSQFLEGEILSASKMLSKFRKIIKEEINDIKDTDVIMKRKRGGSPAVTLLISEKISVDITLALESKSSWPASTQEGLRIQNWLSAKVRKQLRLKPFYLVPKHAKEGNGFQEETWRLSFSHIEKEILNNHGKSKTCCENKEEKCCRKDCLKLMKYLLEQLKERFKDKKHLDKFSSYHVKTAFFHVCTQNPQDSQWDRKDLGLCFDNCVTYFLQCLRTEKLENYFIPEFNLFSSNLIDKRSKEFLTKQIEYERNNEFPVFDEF
# Numbers without * were called inactive; x = no result given; & = joins results of further samples. Cut-off read from the data, not from the text of the source, unless noted: active = inhibition above about 40%; inactive = the rest.
SMILES,NPYLR7 agonist,mcGAS inh,hcGAS inh
CCOc1ccc(-c2ccc(N3CCN(C(=O)C4CCCO4)CC3)nn2)cc1 (stereo unspecified),x,-8,-8
CC1CN(C(=O)c2cc(-c3ccccc3)n[nH]2)CCO1 (stereo unspecified),-1,x,-8
CN(C(=O)COc1nncc2ccccc12)C1CCCCC1,9,-15,-8
CC1(C)CC(C(=O)N2CCc3c(c(C(=O)O)nn3CC3CC3)C2)CCO1 (stereo unspecified),-6,x,-6
CCNC(=O)C(C)Sc1ncnc2sc(C)c(C)c12 (stereo unspecified),11,-4,-5
CN1CCC2(CC1)N=C(c1ccccc1)C(=S)N2C(=O)c1ccc(Cl)cc1,-6,0,1
COc1cccc(NC(=O)CCN2C(=O)c3ccccc3C2=O)c1,3,-3,-4
CCOC(=O)N1CCN(C(=O)CC(c2cccc(Cl)c2)c2cn(CC)c3ccccc23)CC1 (stereo unspecified),x,-6,-7
CC(C)(C)NC(=O)C1CSCN1C(=O)c1ccn(-c2ccccc2)n1 (stereo unspecified),2,x,-5
Cc1ccc(C)c(S(=O)(=O)CCN2CCNC(=O)CC2)c1,2,x,-10
NC(=O)c1cccnc1N1CCC(CO)(Cc2ccccc2)CC1,2,-7,-1
CC(c1nc2c(s1)CCCC2)n1cc2ncccc2c1O (stereo unspecified),1,-13,-10
CCOC(=O)c1c(N=Cc2nc(-c3ccccc3)oc2O)sc2c1CCCC2,-3,-4,-6
CCCCn1c(O)c(N=NC(=S)Nc2ccccc2[N+](=O)[O-])c2ccccc21,-4,-2,-3
COCC(=O)Nc1ccc(N(C)C)c(CN(CC(C)C)C(=O)CC(C)(C)C)c1,17,-6,-4
COc1ccc2c(C)cc(Nc3cc(F)ccc3C)nc2c1,-4,x,2
COCc1nc(N2CCCC(c3nc(C(C)C)no3)C2)c2cnn(C)c2n1 (stereo unspecified),8,x,-2
Cc1cc(C)c(C)c(OCCC(=O)NCc2nnc3n2CCCC3)c1,4,x,-11
Cc1noc(-c2ccc(C(=O)NC3=NCCS3)cc2)n1,8,-8,-9
O=C(C1CCCCC1)N1CCN(Cc2cc3n(n2)CCCNC3)CC1,7,x,0
Cc1cn2c3c(=O)n(CCCO)c(=O)n(C)c3nc2n1-c1ccc(N(C)C)cc1,1,-7,-6
CCCSc1ncnc2sc3c(c12)CCC(C)C3 (stereo unspecified),3,-5,-8
C=CCN(C(=O)Cc1cc(F)ccc1C)C1(C)CCS(=O)(=O)C1 (stereo unspecified),-5,x,-5
C[C@@H]1[C@H]2C[C@@H](C[C@H]1NC(=O)c1ccc(CSc3nnc4ccccn34)cc1)C2(C)C,-2,-2,-4
O=C(c1csc(COc2cc(Cl)ccc2Cl)n1)N1CCOCC1,10,-5,-2
O=C(O)CN1C(=O)/C(=C/c2cccc(OC(=O)c3ccco3)c2)SC1=S,-4,-8,0
O=C(CSc1nc2c(cnn2CCO)c(=O)[nH]1)N1CCc2ccccc21,3,x,-9
CC1CN(C(c2ccccc2Cl)C2Sc3nc(-c4ccco4)nn3C2=O)CC(C)O1 (stereo unspecified),-3,-8,-10
O=C1NCC2(CCCN(C(=O)c3cnc(Nc4ccccc4)nc3)C2)O1 (stereo unspecified),8,x,-9
c1ccc(-n2cc(CNCC3COc4ccccc4O3)cn2)cc1 (stereo unspecified),-5,x,-4
Nc1cc(=O)[nH]c(SCC(=O)NCCN2C(=O)CSC2=O)n1,2,x,-2
OCCCn1ccnc1-c1ccccc1OCc1ccccc1,10,-16,-11
CCc1nc(SCC(=O)NCCc2ccccc2)c2oc3ccccc3c2n1,-5,x,-3
S=c1nc(CCc2nc(=S)[nH][nH]2)[nH][nH]1,9,x,-9
Cn1ncnc1CS(=O)(=O)c1n[nH]c(CCC2CCCC2)n1,-4,x,4
CC(C)c1nnc(-c2cc3ccccc3n2CC(=O)Nc2ccc(C(N)=O)cc2)o1,0,-8,-6
O=c1c2ccccc2nc(SCc2ccc(-n3cccn3)cc2)n1C1CC1,-11,x,3
COc1ccc(CCNC[C@@H](O)c2ccc(O)cc2)cc1OC,2,-3,3
COc1ccc(OC)c(C(=O)CSc2nnc(Cc3ccccc3)n2-c2cccc(C(F)(F)F)c2)c1,x,-7,-7
Fc1cccc(C2c3cccn3CCCN2Cc2ccncc2)c1 (stereo unspecified),16,-4,-9

# As a short view, part of the list above:
SMILES,NPYLR7 agonist,mcGAS inh,hcGAS inh
CC(C)c1nnc(-c2cc3ccccc3n2CC(=O)Nc2ccc(C(N)=O)cc2)o1,0,-8,-6
O=c1c2ccccc2nc(SCc2ccc(-n3cccn3)cc2)n1C1CC1,-11,x,3
COc1ccc(CCNC[C@@H](O)c2ccc(O)cc2)cc1OC,2,-3,3
COc1ccc(OC)c(C(=O)CSc2nnc(Cc3ccccc3)n2-c2cccc(C(F)(F)F)c2)c1,x,-7,-7
Fc1cccc(C2c3cccn3CCCN2Cc2ccncc2)c1 (stereo unspecified),16,-4,-9

# Later entries:
SMILES,NPYLR7 agonist,mcGAS inh,hcGAS inh
CCCS(=O)(=O)N1CCOC(CCCC(C)C)C1 (stereo unspecified),13,-16,-5
O=C(CCC1CCN(Cc2nc3ccccc3s2)CC1)NCC1CCCO1 (stereo unspecified),4&-4,x,-7&4
CNS(=O)(=O)CCCN1CCN(CCC(C)C)CC1,17,-18,-9
CCn1nccc1NC(=O)C1c2ccccc2Oc2ccccc21,-1,x,-10
COc1ccc2[nH]c(C(=O)N(C)Cc3cnccn3)c(C)c2c1,0,x,-3
C=CCOC(CN1CCN(C(=O)c2cccnc2Cl)CC1)c1cccc(OC)c1 (stereo unspecified),-3,-4,0
COc1ccc(CC(=O)N2CCCC2(C)C(=O)NCC(C)C)cc1OC (stereo unspecified),3,-7,-17
Cc1c(C(=O)N2CCN(S(=O)(=O)c3cc(F)ccc3F)CC2)cnn1-c1ccccc1,0,-7,-6
O=C(Oc1coc(CSc2ncccn2)cc1=O)c1cccc(C(F)(F)F)c1,-13,-6,-2
CN(C(=O)CCCn1cncn1)C1CCSCC1,x,-6,-12
CCOC(=O)CNC(=O)c1c(F)c(F)c(F)c(F)c1F,-1,x,-5
CCOc1ccc(C2NC(=O)NC(C)=C2C(=O)OCC(C)C)cc1 (stereo unspecified),-3,-7,-4
CN1C(=O)CC2(C1=O)C(=O)N(CCCN1C(=O)c3ccccc3C1=O)c1ccc(F)cc12 (stereo unspecified),7,-2,-5
CCN(CCn1cccn1)C(=O)CC1C(=O)NCCN1Cc1cccs1 (stereo unspecified),-1&7,x,6&-1
Cc1cc(N2CCCS2(=O)=O)ccc1C(=O)Nc1ccsc1,-20,x,-10
Cc1ccc(N2C(=O)N(c3cccc(Br)c3)C3CS(=O)(=O)CC32)cc1 (stereo unspecified),-2,x,-8
CC(C)(C)NC(=O)N1CCC(CN2C(=O)CSC2c2ccccc2F)CC1 (stereo unspecified),28,-4,-1
Cc1cccc(Cn2nc(-c3ccccc3)c3sc(N4CCOCC4)nc3c2=O)c1,-4,-9,-9
CCN(CCN1C(=O)CSC1c1ccc(F)cc1F)C(=O)c1cccc(F)c1 (stereo unspecified),-3,-4,-4
Cc1c(C(=O)NCC(F)(F)F)sc(=O)n1CC(=O)N(C)C,11,x,-3
COc1ccc(CNC(=O)CCC2CCCN(C(=O)c3ocnc3C)C2)c(OC)c1 (stereo unspecified),4,x,-9
CCN1CCN(CCNC(=O)C2Cn3cccc3C(=O)N2CC(C)C)CC1 (stereo unspecified),x,0,8
COc1cccc(C(CN2CCN(S(=O)(=O)c3cc(F)cc(F)c3)CC2)OCc2ccc(C)cc2)c1 (stereo unspecified),x,-5,0
CCC(=O)Nc1nnc(SCc2cc(=O)c(OC(=O)c3ccc4ccccc4c3)co2)s1,2,-7,-3
O=C(Nc1ccccc1-c1cccnc1)C1CC1,-2,x,-3
CCOC(=O)N1CCC(Nc2nc(-c3cccnc3)nc3c2CCNC3)CC1,4,x,-6
CN(C(=O)CCc1nnc(C2(c3ccc(Cl)cc3)CCC2)o1)C1CCOC1 (stereo unspecified),-12,x,1
Cc1nc2ncnn2c(N2CCN(C(=O)c3oc4ccccc4c3C)CC2)c1Cc1ccccc1,x,-7,-4
COCCN(CC(=O)N(CCc1c[nH]c2ccccc12)Cc1ccc(F)cc1)C(=O)c1ccc(Br)cc1,-3,-5,-12
CNCC#CCOc1c(C)ccc(C)c1C,-10,x,1
COc1ccc(CNC(=O)CC(O)(c2nccn2C)C(F)(F)F)cc1 (stereo unspecified),9,x,-7
Cc1nn(-c2ccc(Cl)cc2)c(C)c1CNCCS(C)(=O)=O,12,x,-8
CNc1nc(C(=O)N2CCC3(CCCN(C)CC3)CC2)cs1,-3,x,1
CO[C@H]1CN(S(=O)(=O)c2cn(C)cn2)[C@H]2Cc3c(n(CC(=O)O)c4ccccc34)[C@@H]1C2,28,-7,-1
O=C(CCc1ccccc1)Nc1cccc(NC(=O)c2cccc(=O)[nH]2)c1,-1,x,-2
O=C(CSC1CCS(=O)(=O)C1)N1CCC(Nc2ccccc2Cl)CC1 (stereo unspecified),6,x,-13
Nc1c(S(=O)(=O)c2ccccc2)c2nc3ccccc3nc2n1-c1cccc(S(N)(=O)=O)c1,21,x,-1
Nc1sc2c(c1C(=O)NC1CCCCC1)CCCC2,-1,0,1
O=C(c1ccccc1)N1CCN(CC(O)COCc2ccc3c(c2)OCO3)CC1 (stereo unspecified),8,x,-10
COc1ccc2oc(=N)c(C(=O)NCc3ccccc3)cc2c1,-10,-5,4

# Exported with values under each structure: part of the list above.
# The line under a structure holds: NPYLR7 agonist | mcGAS inh | hcGAS inh
CCOC(=O)N1CCC(Nc2nc(-c3cccnc3)nc3c2CCNC3)CC1
 : 4 | x | -6
CN(C(=O)CCc1nnc(C2(c3ccc(Cl)cc3)CCC2)o1)C1CCOC1 (stereo unspecified)
 : -12 | x | 1

# Next results
SMILES,NPYLR7 agonist,mcGAS inh,hcGAS inh
CC(C)(C)OC(=O)N1CCOc2ncccc21,3,x,-3
COCCc1noc(CC2CCOC3(CCN(C(=O)C4CCCC4)CC3)C2)n1 (stereo unspecified),x,-5,-13
Cc1c(-c2ccc(C(C)N3CCCCC3)cc2)c(=O)n(C)c(=O)n1C (stereo unspecified),14,x,-5
Cc1cc(NC(=O)C(C)Oc2ccccc2C(F)(F)F)n(C)n1 (stereo unspecified),-32,x,5
CCN(CC)CCN(C(=O)c1cc(C)on1)c1nc2ccc(F)cc2s1,10,0,1
Cc1cc(NC(=O)COc2ccc(F)cc2)n(-c2nc3c(F)cccc3s2)n1,-4,-8,-6
O=C(CCc1nc2sc3c(c2c(=O)[nH]1)CCCC3)NC1CCCCCC1,-1,x,2
COc1ccc(-n2c(CNC(=O)c3cccc4ccccc34)n[nH]c2=S)cc1,-1,-9,-6
COc1ccc(COC(=O)C2=C(C)NC3=C(C(=O)CCC3)C2c2ccc(F)c(F)c2)cc1 (stereo unspecified),-4,0,4
O=C(O)[C@H]1C[C@H](C(=O)NCc2cccnc2)CN(Cc2cc3ccccc3o2)C1,5,x,0
O=C(CSc1nnc(-c2ccccc2)n1-c1ccccc1)N/N=C\c1ccc([N+](=O)[O-])cc1,-4,2,1
COc1ccc(CNC(=O)CCCCn2c(=S)[nH]c3c([nH]c4ccc(OC)cc43)c2=O)cc1,-7,-7,-6
Cc1ccc(NCCOc2ccccc2F)cc1-n1cnnn1,10,x,-2
Cc1cccc(C(=O)NCC(=O)NC2CC2)c1C,-5,-10,-1
CCCS(=O)(=O)NCCNc1ccc(Nc2ccccn2)nn1,4,x,-6
COC(=O)[C@@H]1Cc2ncn(Cc3ccc(OC)cc3)c2CN1S(=O)(=O)Cc1ccccc1,-10,-7,-6
COc1cc(OC)cc(C(=O)N2CCN(c3nc(C4CCCCC4)nc4sc5c(c34)CCCCC5)CC2)c1,-3,-3,-7
CC(=O)Nc1ccc(C(=O)N2CCN(Cc3ccc(-c4noc(-c5cccc(C(F)(F)F)c5)n4)cc3)CC2)cc1,2,-7,-5
CCOC(=O)Cc1c(C)nc2ncnn2c1N1CCN(S(=O)(=O)c2cccc(OC(F)(F)F)c2)CC1,x,-6,-5
c1cc(-c2nccn2CCn2ccnc2)c2cccnc2c1,7,x,-7

# Molecules listed so far that have a nitro group on carbon:
SMILES,NPYLR7 agonist,mcGAS inh,hcGAS inh
CCCCn1c(O)c(N=NC(=S)Nc2ccccc2[N+](=O)[O-])c2ccccc21,-4,-2,-3
O=C(CSc1nnc(-c2ccccc2)n1-c1ccccc1)N/N=C\c1ccc([N+](=O)[O-])cc1,-4,2,1

# Among those listed so far, 8 have a Cl atom:
SMILES,NPYLR7 agonist,mcGAS inh,hcGAS inh
CN1CCC2(CC1)N=C(c1ccccc1)C(=S)N2C(=O)c1ccc(Cl)cc1,-6,0,1
CCOC(=O)N1CCN(C(=O)CC(c2cccc(Cl)c2)c2cn(CC)c3ccccc23)CC1 (stereo unspecified),x,-6,-7
O=C(c1csc(COc2cc(Cl)ccc2Cl)n1)N1CCOCC1,10,-5,-2
CC1CN(C(c2ccccc2Cl)C2Sc3nc(-c4ccco4)nn3C2=O)CC(C)O1 (stereo unspecified),-3,-8,-10
C=CCOC(CN1CCN(C(=O)c2cccnc2Cl)CC1)c1cccc(OC)c1 (stereo unspecified),-3,-4,0
CN(C(=O)CCc1nnc(C2(c3ccc(Cl)cc3)CCC2)o1)C1CCOC1 (stereo unspecified),-12,x,1
Cc1nn(-c2ccc(Cl)cc2)c(C)c1CNCCS(C)(=O)=O,12,x,-8
O=C(CSC1CCS(=O)(=O)C1)N1CCC(Nc2ccccc2Cl)CC1 (stereo unspecified),6,x,-13

# This is a random part of the collection, and some 0.27% of all compounds hit somewhere here.
